NCOA2 inhibitor: human SRC2 (NCOA2) inhibition. Q15596. HEK293 GAL4-SRC2 luciferase reporter, luminescence. inhibition, % at 9 µM. 370,000 compounds, 0.17% hits. AID 651957;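 active = inhibition above the mean inhibition of all tested compounds plus 3 SD, set per campaign, cut at about 52% in these data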;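 note: 0% = DMSO treated cells and 100% = cells given Gossypol at 36 µM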
NCOA3 inh: inhibitors of human steroid receptor coactivator 3 (SRC3). Q9Y6Q9. HEK293 GAL4-SRC3 luciferase reporter, luminescence. 360,000 compounds, 0.17% hits. inhibition, % at 3.6 µM. AID 588352;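 active = inhibition above a per-campaign cutoff, the mean of all compounds plus 3 SD, cut at about 60% in these data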;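 note: 0% = DMSO-treated cells and 100% = gossypol-treated cells at 36 µM; higher means less SRC3-driven luciferase light from the GAL4 reporter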
NOD2-RIPK2 inh: NOD2-RIPK2 protein interaction inhibition; O43353; CHO BLA complementation NOD2-RIPK2, CCF4 ratio; inhibition, % at 4.98 µM; 360,000 compounds, 0.38% hits; AID 624267; in the data active = inhibition above about 21%;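 note: 0% = vehicle only and 100% = reference blocker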
TLR9-MyD88 inh: inhibitors of human TLR9-MyD88 binding. inhibition, % at 4.98 µM. Q9NR96+Q99836. AID 504734. CHO BLA complementation TLR9-MyD88, CCF4 FRET ratio. 340,000 compounds, 0.21% hits;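 active = inhibition above the mean over all tested compounds plus 3 SD, cut at about 21% in these data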;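 note: 0% = DMSO only wells and 100% = clavulanate BLA inhibitor control wells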
Exocytosis inh: blocks lytic granule exocytosis | TALL-104 LAMP-1 surface exposure, flow cytometry; cells stimulated with thapsigargin and PMA | inhibition, % at 10 µM | 360,000 compounds, 0.66% hits;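 active = inhibition above about 55%, limit read from the data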
NR2F2 inh: blocks human COUP-TFII nuclear receptor. P24468. HEK293T NGFI-A luciferase reporter, luminescence. 370,000 compounds, 0.7% hits. inhibition, % at 8.6 µM. AID 686940;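 active = inhibition above a per-plate cutoff, mean inhibition of test wells between control levels plus 3 SD, cut at about 38% in these data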;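 note: cells cotransfected with COUP-TFII expression vector driving the NGFI-A reporter; 0% = median of COUP-TF2 test wells and 100% = reporter-only cells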
NR5A2 inv ag: inverse agonists of human LRH-1 (NR5A2); O00482; HEK293T StAR-luciferase reporter, LRH-1 transfected, 24 h; inhibition, % at 3.6 µM; 360,000 compounds, 0.13% hits; AID 602396;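 active = inhibition above the mean inhibition of all tested compounds plus 3 SD, cut at about 73% in these data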;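 note: 0% = DMSO wells and 100% = reporter-only cells lacking LRH-1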
TWEAK-Fn14 inh: inhibitors of TWEAK-Fn14 interaction signaling; inhibition, % at 10 µM; 360,000 compounds, 2% hits; TWEAK-stimulated Fn14 reporter cells, luciferase luminescence, 8 h; in the data active = inhibition above about 50%
TROY signal inh: blocks TROY-dependent signaling in reporter cells; Q293 LMP1-TROYcd NF-kB luciferase reporter, 4 h; 360,000 compounds, 0.98% hits; inhibition, % at 10 µM; AID 1347056;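 active = compounds whose plate-normalised and pattern-corrected inhibition of the luciferase reporter signal at the single screening dose is 50% or more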
ABHD5-PLIN5 inh: inhibitors of human ABHD5-perilipin-5 interaction | 360,000 compounds, 0.78% hits | Split G. princeps luciferase complementation, luminescence, 4 h | Q00G26+Q8WTS1 | inhibition, % at 4 µM;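 active = inhibition above the mean inhibition across every tested compound plus 3 SD, cut at about 22% in these data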;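 note: 0% = DMSO only wells and the 100% control is not disclosed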
Target sequence (Q00G26 whole entry, looked up): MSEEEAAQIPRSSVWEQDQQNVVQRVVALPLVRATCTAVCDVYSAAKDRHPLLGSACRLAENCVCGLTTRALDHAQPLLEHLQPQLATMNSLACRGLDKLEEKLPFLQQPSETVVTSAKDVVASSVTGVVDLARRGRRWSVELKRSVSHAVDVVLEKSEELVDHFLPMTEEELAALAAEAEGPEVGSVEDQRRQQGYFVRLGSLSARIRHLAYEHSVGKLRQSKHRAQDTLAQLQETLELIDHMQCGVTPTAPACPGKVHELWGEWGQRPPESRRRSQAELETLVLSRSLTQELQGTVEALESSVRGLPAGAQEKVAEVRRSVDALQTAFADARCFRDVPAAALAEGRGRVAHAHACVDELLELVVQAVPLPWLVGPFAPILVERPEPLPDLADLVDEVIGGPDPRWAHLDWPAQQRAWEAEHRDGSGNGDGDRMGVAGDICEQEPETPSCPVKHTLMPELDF
Target sequence (Q8WTS1 whole entry, looked up): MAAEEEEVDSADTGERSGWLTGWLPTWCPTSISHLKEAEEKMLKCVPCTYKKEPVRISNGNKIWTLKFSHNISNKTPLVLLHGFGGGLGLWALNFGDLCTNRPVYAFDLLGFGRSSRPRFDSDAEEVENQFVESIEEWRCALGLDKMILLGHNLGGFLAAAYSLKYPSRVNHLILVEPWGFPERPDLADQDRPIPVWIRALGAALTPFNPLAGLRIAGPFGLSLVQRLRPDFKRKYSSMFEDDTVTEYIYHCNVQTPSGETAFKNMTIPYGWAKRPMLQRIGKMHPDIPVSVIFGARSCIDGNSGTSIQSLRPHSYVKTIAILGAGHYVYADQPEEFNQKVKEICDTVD
NCOA1 inh: inhibits human SRC1 coactivator; Q15788; HEK293 GAL4-SRC1 luciferase reporter, luminescence; inhibition, % at 3.6 µM; 360,000 compounds, 0.12% hits; AID 588354;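 active = inhibition above the campaign mean plus 3 SD, with each screening campaign given its own cutoff, cut at about 60% in these data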;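 note: 0% = DMSO treated cells and 100% = gossypol at 36 µM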
* = called active by the depositor; x = not tested or not shown. An excerpt (hit frequency here may not be typical).

SMILES	NCOA2 inhibitor	NCOA3 inh	NOD2-RIPK2 inh	TLR9-MyD88 inh	Exocytosis inh	NR2F2 inh	NR5A2 inv ag	TWEAK-Fn14 inh	TROY signal inh	ABHD5-PLIN5 inh	NCOA1 inh
CCSc1nc2ccccc2n1CC(=O)N1CCOCC1	4	-3	4	-10	0	-9	4	2	-7	-7	4
NNC(=O)CCS(=O)(=O)c1ccc2ccccc2c1	4	19	-2	0	0	-11	8	-2	-14	0	-3
CCN(CC)C(=O)c1c2c(nc3ccccc13)-c1ccccc1CC2	-23	5	4	5	-4	9	0	20	-13	5	2
COc1ccc(-c2ccc(C(=O)NCc3ccc(F)c(F)c3)c3occc23)c(C)c1	3	1	2	x	47	16	18	6	13	-8	5
CCC(C)NCCOCCOc1ccc(F)cc1 (stereo unspecified)	-13	-2	5	-6	-1	2	-1	5	-6	-4	1
Cc1nc(C(F)(F)F)ccc1C(=O)N1CCC1(C)C(=O)NS(=O)(=O)c1ccc(F)cc1F (stereo unspecified)	-16	7	-11	x	-3	16	9	9	-2	5	1
c1ccn2c(SCc3cn4ccsc4n3)nnc2c1	-34	-37	0	-4	0	-20	-118	0	-38	3	-169
C[C@@H]1CN([C@@H](C)CO)C(=O)CCCn2cc(nn2)CO[C@H]1CN(C)C(=O)OCc1ccccc1	-2	-17	-5	-1	-2	6	-7	23	0	1	1
O=C(O)c1c(NC(=O)N2CCCC2)sc2c1CCCC2	6	4	-2	2	-2	-12	-9	12	-11	-3	-4
C=CCc1ccc(OCCOc2cccc(/C=N/n3cnnc3)c2)c(OC)c1	-35	-41	-6	-10	-3	-27	-153	0	-48	0	-104
Cc1ccc(OCCC(=O)Nc2ccccc2C(=O)N2CCCCC2)cc1	-8	-1	-2	3	1	24	-8	-7	-20	-2	-22
Cc1ccc(C)c(N2CCN(C(=O)CCS(=O)(=O)c3ccc4c(c3)NC(=O)C(C)S4)CC2)c1 (stereo unspecified)	11	3	-4	-3	5	1	-4	72*	44	-5	-17
CCOC(=O)Cc1nnc(NC(=O)C2CCCCC2)s1	-1	-28	5	-3	-2	-10	-8	7	-9	-3	-4
CCc1n[nH]c(=S)n1/N=C/c1ccc(N(CC)CC)cc1	17	7	4	-12	2	10	10	-4	-8	-3	14
NC(=O)c1ccsc1NC(=O)COC(=O)Cc1cccc2ccccc12	29	20	0	-8	4	53*	25	55*	61*	0	-23
O=C(CSc1nc2scc(-c3ccccc3)c2c(=O)[nH]1)N1CCOCC1	2	2	-8	-7	-5	-1	-21	-1	2	-5	4
COc1cccc(CN2C(=O)c3cccc(N)c3C2=O)c1	-5	9	36*	28*	-2	20	2	6	-14	-3	6
COc1ccc(OC)c(S(=O)(=O)N2CCCC(C(=O)NCCN3CCOCC3)C2)c1 (stereo unspecified)	-13	8	2	-5	-4	1	1	12	-8	5	-5
COc1ccnc(Oc2ccccc2)c1C(=O)N/C=N/OCc1ccccc1F	11	28	-4	-2	0	9	46	6	11	3	-17
CN(Cc1c(F)cccc1Cl)C(=O)c1ccc(COc2ccccc2)cc1	5	-23	-6	-3	3	5	-1	-6	3	-3	-27
O=C(N/N=C/c1ccncc1)c1ccccc1	-26	-10	-8	3	2	-28	-52	4	-28	-3	-13
CCOC(=O)c1cc2sccc2n1CC(=O)N1CCN(C(=O)c2ccco2)CC1	-13	6	4	0	0	14	6	6	10	6	4
Cc1ccc(COC(=O)c2cccc(S(=O)(=O)N3CCCCCC3)c2)cc1	30	15	-6	-6	2	1	0	5	-4	-8	-1
O=C(O)C1CCN(C(=O)CSc2nnc(-c3ccccc3)o2)CC1	-17	12	-10	-3	-5	4	-1	3	1	-3	1
O=C1C2C3C=CC(C2C(=O)N1c1ccc(O)cc1)C1C2C(=O)N(c4ccc(O)cc4)C(=O)C2C31 (stereo unspecified)	-3	13	-11	-8	0	-30	18	-1	-20	2	9
N#CC1=C(N)Oc2n[nH]c(-c3ccc(F)cc3)c2C1c1cccnc1 (stereo unspecified)	0	17	-1	-11	0	6	7	0	14	-40	-15
Cc1cccc(C(=O)NCC(=O)OCC(=O)c2ccc(Cl)s2)c1	-3	-8	-3	0	-1	2	8	4	-24	-6	1
CCCOc1ccc(CCC(=O)N/N=C/c2ccc([N+](=O)[O-])o2)cc1	2	20	0	-8	-7	19	12	7	5	0	15
COc1ccc(Cc2n[nH]c(=S)o2)cc1	2	-14	-1	-2	-2	-24	11	-18	28	0	-16
NS(=O)(=O)c1cccc(NC(=O)Nc2ccccc2)c1	-6	-3	2	-3	-8	5	-5	-10	-6	2	-6
Cc1ccc(CSc2nnc(-c3ccco3)o2)cc1	-55	-73	-2	-4	2	-36	-103	-32	-49	-7	-86
CC(=Nc1ccc(Br)cc1)c1sc2ccccc2c1O	-29	-70	7	1	1	-44	-58	-28	-10	1	-83
COc1ccc(C2=NOC(C(=O)Nc3ccc4c(c3)OCO4)C2)cc1OC (stereo unspecified)	-16	-5	-7	-5	-2	-9	-11	-27	-8	7	-22
CCc1cccc(NC(=O)c2cc(S(=O)(=O)N(C)C)ccc2N2CCCC2)c1	2	16	-3	7	-4	30	8	-26	4	-2	3
COc1cc(/C=N/NC(=O)c2ccc3c(c2)OCCO3)cc(Cl)c1O	-6	-22	0	7	-5	-15	4	1	-46	-1	8
CCOC(=O)C1=NNC(C(=O)c2ccc(OC)cc2)C1c1ccccc1 (stereo unspecified)	-11	8	-3	0	1	12	-20	1	-16	-6	-2
COc1cc(C(C)=O)ccc1OC(=O)C(C)N1C(=O)c2ccccc2C1=O (stereo unspecified)	-35	10	-9	-1	1	-2	9	-8	-4	-1	-10
CCC(=O)N(CCc1ccccc1)Cc1cc2cc3c(cc2[nH]c1=O)OCO3	-4	11	8	4	-1	14	7	-3	6	4	-13
COc1cc(NC(=O)Nc2cccc([N+](=O)[O-])c2)cc(OC)c1	2	1	-3	4	-1	5	-17	-9	4	-9	-7
COc1ccc(-c2nnc(SC(C)C(=O)Nc3c(C)n(C)n(-c4ccccc4)c3=O)o2)cc1 (stereo unspecified)	17	18	-6	-11	-1	-2	14	14	13	5	-4
Cn1cc(CN2CCN(CCc3ccccc3)C(CCO)C2)cn1 (stereo unspecified)	15	14	-3	-5	4	-6	-5	3	7	1	0
COc1ccc(NC(=O)CN(c2ccc([N+](=O)[O-])cc2)S(=O)(=O)c2ccccc2)c(OC)c1	11	-4	-18	1	-8	-7	20	3	-3	-4	0
CCN1CCN(Cc2ccc(NC(=O)c3ccc(C)c(NC(=O)c4ccc5n[nH]nc5c4)c3)cc2C(F)(F)F)CC1	-8	-7	2	11	-1	8	-6	-2	-1	-2	3
CCOC(=O)NC(=O)CSc1nc2ccc(C)cc2[nH]1	9	14	-8	-4	-1	-21	-15	26	-8	9	-4
CC1CC(=O)Nc2ccccc2N1C(=O)COc1ccccc1C(N)=O (stereo unspecified)	13	2	10	-8	-3	10	24	10	5	0	6
CC(=O)OC[C@@H]1CN(Cc2ccccc2)C[C@H](n2cnc3c(N(C)C(C)C)ncnc32)O1	-24	0	-15	x	-2	5	-20	11	7	0	1
CN(Cc1nc2ccccc2c(=O)[nH]1)C(=O)c1cc2c(s1)CCCCC2	19	-9	1	-10	8	7	-13	10	13	-5	-9
C[C@]12c3[nH]c4ccccc4c3CCN1C(=O)C(CC(=O)NCC13CC4CC(CC(C4)C1)C3)C[C@@H]2C(=O)N1CCCCC1 (stereo partly specified)	13	-4	1	-10	1	-1	6	14	31	-1	-6
Cc1cccc(Nc2nnc(C)c(=O)n2N)c1	15	17	-5	-1	1	13	1	-2	-12	4	7
ClC(=C\c1ccccc1)/C=N/N1CCN(c2ccccn2)CC1	-23	-31	-5	-1	-10	-41	-31	-24	-33	-13	-58
CC(C)OC(=O)CSc1nnc(SCc2cccc3ccccc23)s1	1	9	-5	5	-2	0	-12	1	-11	4	4

Twelve compounds out of the list, ordered by count of non-hydrogen atoms, largest number first:
SMILES	NCOA2 inhibitor	NCOA3 inh	NOD2-RIPK2 inh	TLR9-MyD88 inh	Exocytosis inh	NR2F2 inh	NR5A2 inv ag	TWEAK-Fn14 inh	TROY signal inh	ABHD5-PLIN5 inh	NCOA1 inh
C[C@]12c3[nH]c4ccccc4c3CCN1C(=O)C(CC(=O)NCC13CC4CC(CC(C4)C1)C3)C[C@@H]2C(=O)N1CCCCC1 (stereo partly specified)	13	-4	1	-10	1	-1	6	14	31	-1	-6
CCN1CCN(Cc2ccc(NC(=O)c3ccc(C)c(NC(=O)c4ccc5n[nH]nc5c4)c3)cc2C(F)(F)F)CC1	-8	-7	2	11	-1	8	-6	-2	-1	-2	3
COc1ccc(NC(=O)CN(c2ccc([N+](=O)[O-])cc2)S(=O)(=O)c2ccccc2)c(OC)c1	11	-4	-18	1	-8	-7	20	3	-3	-4	0
CC(=O)OC[C@@H]1CN(Cc2ccccc2)C[C@H](n2cnc3c(N(C)C(C)C)ncnc32)O1	-24	0	-15	x	-2	5	-20	11	7	0	1
CCC(=O)N(CCc1ccccc1)Cc1cc2cc3c(cc2[nH]c1=O)OCO3	-4	11	8	4	-1	14	7	-3	6	4	-13
COc1cc(C(C)=O)ccc1OC(=O)C(C)N1C(=O)c2ccccc2C1=O (stereo unspecified)	-35	10	-9	-1	1	-2	9	-8	-4	-1	-10
CC1CC(=O)Nc2ccccc2N1C(=O)COc1ccccc1C(N)=O (stereo unspecified)	13	2	10	-8	-3	10	24	10	5	0	6
CC(C)OC(=O)CSc1nnc(SCc2cccc3ccccc23)s1	1	9	-5	5	-2	0	-12	1	-11	4	4
Cn1cc(CN2CCN(CCc3ccccc3)C(CCO)C2)cn1 (stereo unspecified)	15	14	-3	-5	4	-6	-5	3	7	1	0
ClC(=C\c1ccccc1)/C=N/N1CCN(c2ccccn2)CC1	-23	-31	-5	-1	-10	-41	-31	-24	-33	-13	-58
CCOC(=O)NC(=O)CSc1nc2ccc(C)cc2[nH]1	9	14	-8	-4	-1	-21	-15	26	-8	9	-4
Cc1cccc(Nc2nnc(C)c(=O)n2N)c1	15	17	-5	-1	1	13	1	-2	-12	4	7

Screens deposited in PubChem BioAssay by several laboratories.
